Compound activity from PubChem BioAssay.
Tau fibril FP: blocks human tau fibril formation measured by polarization | K18 P301L tau heparin fibrillization, Alexa594 FP, 6 h | Potency, µM (titrated, usually from 57.7 µM), for inactives: at the top dose activity, negative = inhibition, usual class: inhibitors | 280,000 compounds, 0.39% hits | AID 1468; further: potency means the concentration at half of the fitted maximal effect; on the % scale 0 is the no-effect control and ±100 the full control effect; nearly all actives have a fitted effect of over 55% in size
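Recombinant K18 P301L […], labeled with Alexa 594 at 0.24 uM over 15 uM unlabeled; heparin inducer 20 uM final; 37 C, 6 hr; FP endpoint.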
TRb SRC2 PPI: disrupts binding of human TR beta to SRC2. TRbeta-SRC2 peptide binding, fluorescence polarization; receptor liganded with 1 µM T3. Potency, µM (titrated, usually from 106 µM), inactives show top-dose activity change, negative = inhibition, usual class: inhibitors. AID 1469. P10828. 280,000 compounds, 0.065% hits;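 further: potency means the concentration at half of the fitted maximal effect; plate controls were bound peptide for no effect and peptide without receptor for full effect; nearly all actives have a fitted effect of over 50% in size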
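A fluorescence polarization screen tested compounds at multiple concentrations against complex formation between 0.6 uM TRb ligand-binding domain and 20 nM Texas Red SRC2 peptide, with 1 uM T3 present; readout after 5 hr.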
Epigenetic reg: derepresses silenced GFP reporter in murine cells | murine LDR cells, GFP reporter derepression, 30 h | Potency, µM (highest dose often 53.9 µM), inactives show top-dose GFP activation, hits mostly activators | 280,000 compounds, 0.2% hits; further: potency means the concentration at half of the fitted maximal effect; % of control where 0% means no effect; nearly all actives have a fitted effect of over 60% in size
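Readout is the number of GFP-expressing murine LDR cells, counted by cytometry following washing. Cells were treated with compound for 30 h at 37 C; the stably integrated CMV-GFP locus is normally silent.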
Tau fluor counter: counter-screen for tau fibril formation inhibitors; tau K18 P301L Alexa594 fluorescence, heparin fibrillization; Potency, µM (doses to about 57.7 µM), for the others: top-dose activity change, negative = decrease; 280,000 compounds, 0.93% hits; AID 1463; further: potency means the concentration at half of the fitted maximal effect; on the % scale 0 is the no-effect control and ±100 the full control effect; nearly all actives have a fitted effect of over 55% in size
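Human tau K18 P301L (15 uM unlabeled, 0.24 uM Alexa 594-labeled) in 100 mM sodium acetate pH 7 with 20 uM heparin, 6 hr at 37 C. ThT 30 uM added, 1 hr ambient; Alexa 594 FP and total fluorescence read at 555/632 nm.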
NPSR antag: neuropeptide S receptor (human) antagonism, cAMP | Q6W5P4 | CHO-NPSR cells, cAMP TR-FRET, antagonist mode | Potency, µM (series often up to 38.3 µM), inactives show at the top dose activity change, negative = inhibition, actives largely listed as inhibitors | 220,000 compounds, 1% hits | AID 1461; further: potency means the concentration at half of the fitted maximal effect; on the % scale 0 is the no-effect control and ±100 the full control effect; nearly all actives have a fitted effect of over 50% in size; many of its hits are not listed in these tables
Target sequence (Q6W5P4 whole entry, looked up): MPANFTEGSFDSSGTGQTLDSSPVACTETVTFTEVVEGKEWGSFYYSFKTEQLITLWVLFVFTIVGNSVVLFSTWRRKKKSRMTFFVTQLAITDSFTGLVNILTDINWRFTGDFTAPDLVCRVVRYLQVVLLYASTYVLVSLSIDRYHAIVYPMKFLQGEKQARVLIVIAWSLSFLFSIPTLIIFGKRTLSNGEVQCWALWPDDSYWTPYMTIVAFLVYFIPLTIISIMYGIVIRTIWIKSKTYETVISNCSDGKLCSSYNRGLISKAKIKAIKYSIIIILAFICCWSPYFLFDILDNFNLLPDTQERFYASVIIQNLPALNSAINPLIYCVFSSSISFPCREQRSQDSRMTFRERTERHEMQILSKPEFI
TexasRed fluor: Texas Red fluorescence interference in TRb-SRC2 counter-screen | AID 1479 | 280,000 compounds, 0.29% hits | Potency, µM (top dose mostly 106 µM), for the others: at the top dose fluorescence change, negative = quenching | TRb/SRC2 Texas Red total fluorescence interference; active means well fitted curve in either direction with a large enough effect; inconclusive means small, poorly fitted or top-dose-only effect; further: potency means the concentration at half of the fitted maximal effect; on the % scale 0 is the no-effect control and ±100 the full control effect
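Human TRb ligand-binding domain at 0.6 uM with 20 nM Texas Red SRC2 peptide in Tris buffer containing 1 uM T3 and 5% DMSO, incubated with compound 5 h at ambient temperature. Total fluorescence (555/632 nm) calculated as parallel + 2 × perpendicular.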
CBFb-RUNX1 inh: inhibitors of human CBF-beta and RUNX1 interaction | 230,000 tested, under 10 active | Potency, µM (highest dose often 59.8 µM), inactives show at the highest dose activity, negative = inhibition, usual class: inhibitors | AlphaScreen CBFb-His/RUNX1-biotin binding, biochemical | Q01196+Q13951 | AID 1477; further: % of control where 0% means no effect
Target sequence (Q01196 whole entry, looked up): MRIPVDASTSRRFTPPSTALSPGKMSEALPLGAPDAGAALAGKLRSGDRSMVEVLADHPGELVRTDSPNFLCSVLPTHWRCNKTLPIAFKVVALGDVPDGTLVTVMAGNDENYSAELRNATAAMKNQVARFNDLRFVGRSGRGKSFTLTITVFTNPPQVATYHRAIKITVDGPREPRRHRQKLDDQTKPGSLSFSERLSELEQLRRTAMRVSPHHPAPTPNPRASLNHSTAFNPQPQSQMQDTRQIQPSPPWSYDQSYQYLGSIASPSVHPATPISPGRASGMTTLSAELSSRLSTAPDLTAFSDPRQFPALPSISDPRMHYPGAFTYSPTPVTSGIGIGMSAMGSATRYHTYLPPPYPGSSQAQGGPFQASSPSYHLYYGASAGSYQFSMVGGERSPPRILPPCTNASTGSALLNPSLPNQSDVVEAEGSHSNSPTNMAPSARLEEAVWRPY
Target sequence (Q13951 whole entry, looked up): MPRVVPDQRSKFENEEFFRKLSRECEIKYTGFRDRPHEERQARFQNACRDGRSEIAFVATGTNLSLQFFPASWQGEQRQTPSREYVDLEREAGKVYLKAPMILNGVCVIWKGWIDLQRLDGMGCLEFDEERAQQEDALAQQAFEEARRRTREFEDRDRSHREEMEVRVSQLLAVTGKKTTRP
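CBFb-His/RUNX1-biotin, 30 nM each, preincubated 20 min RT; compound 15 min RT; Ni + streptavidin beads 50 ng each, 90 min RT; AlphaScreen read.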
GLA spleen mod: alpha-galactosidase A (human) modulation | P06280 | human spleen homogenate, 4MU-alpha-Gal fluorescence, 40 min | Potency, µM (doses to about 80 µM), for the others: at the top dose activity change, negative = inhibition, actives largely listed as inhibitors | 240,000 compounds, 0.008% hits;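 further: potency means the concentration at half of the fitted maximal effect; 0% = enzyme with vehicle and -100% = no enzyme basal signal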
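Spleen homogenate 1 ug + cpd (titration) + 4-MU-alpha-D-galactopyranoside 1 mM; 37C 40 min; 50 mM citrate/phosphate pH 5.0, 0.01% Tween-20; stop pH 10; fluorescence 365/440; AC50 via Hill.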
* = called active by the depositor; ? = inconclusive; . = no result given; [ ] = dose if it differs, or a comment. Unless noted, the call rests on the fitted dose curve; in most records, active means well fitted curve in the direction sought with a large enough effect; inconclusive means small, poorly fitted or top-dose-only effect, or another doubt; inactive means no such curve, though single readings can be large; an effect the other way counts as inactive or inconclusive. Only part of the results is shown; rates above refer to the full screens.

SMILES	Tau fibril FP	TRb SRC2 PPI	Epigenetic reg	Tau fluor counter	NPSR antag	TexasRed fluor	CBFb-RUNX1 inh	GLA spleen mod
Cc1oc(-c2cccs2)nc1CN1CCN(CCC(C)C)C(CCO)C1 (stereo not given)	-1.6%	-13.8%	-0.2%	9.3%	-13.3%	-0.7%	-1.2%	4.0%
CCC(C)Nc1nc2c(c(=O)n(C)c(=O)n2C)n1C (stereo not given)	0.0%	-0.4%	-0.3%	-12.8%	2.9%[7.67 µM]	-5.9%	2.4%	-3.5%
CCn1nc(C)c(CN2CCN(Cc3ccsc3)C(CCO)C2)c1C (stereo not given)	8.8%	-1.4%	0.0%	6.2%	-4.6%	-1.7%	1.4%	-0.4%
Cc1ccc(-c2csc(=S)n2CC(=O)OCC(=O)NCc2ccco2)cc1	-1.8%	-1.2%	1.0%	-2.4%	-8.0%[46.1 µM]	1.0%	-2.5%	-6.6%
O=C1CC(N2CCN(c3ccccc3O)CC2)C(=O)N1Cc1ccccc1 (stereo not given)	-1.9%	-9.0%	-8.1%	12.4%	-4.4%	-1.3%	-6.1%	-4.3%
Cc1nc2ccccc2c2nc(N)nn12	1.6%	-4.2%	-0.8%	3.2%	0.8%[46.1 µM]	0.6%	1.2%	-0.8%
O=Nc1c(-c2ccccc2)cc2ccccn12	-1.7%	-6.6%	-0.7%	?	-46.6%	-5.5%	?	-8.2%
COc1cccc(CNC(=O)c2ccc(NC(=O)N3CC(C)Sc4ccccc43)cc2)c1 (stereo not given)	-14.9%	2.7%	-1.9%	-29.5%	.	-2.7%	.	.
CC(C)OC(=O)CSc1ncnc2c1cnn2Cc1ccccc1	-3.9%	4.4%	-0.2%	-15.0%	-9.7%[7.67 µM]	0.0%	-0.7%	5.3%
CC1CCCC(NC(=O)COC(=O)c2sc3ccccc3c2Cl)C1C (stereo not given)	-4.9%	-1.4%	0.0%	-6.6%	3.7%	?	-1.3%	-7.9%
CCN(CC)C(=O)CSc1nc(O)cc(=O)n1CC	-10.2%	1.5%	-1.4%	-0.4%	-8.2%[46.1 µM]	0.5%	-2.0%	-14.4%
Cc1ccc(-n2nnnc2-c2cccnc2)cc1	-3.0%	5.0%	-0.3%	-3.4%	1.8%[7.67 µM]	1.5%	-0.2%	2.4%
CN(Cc1ccccc1)S(=O)(=O)c1ccc(NC(=S)NC(=O)C2CCCCC2)cc1	?	-4.9%	1.1%	-26.0%	-15.0%[46.1 µM]	-4.7%	-5.5%	9.2%
O=C1CCC(C(=O)OCC(=O)C23CC4CC(CC(C4)C2)C3)N1 (stereo not given)	0.4%	-5.2%	-0.9%	-4.9%	-12.5%[46.1 µM]	1.4%	3.2%	-5.4%
O=C(NC(=S)NNC(=O)c1ccccc1F)c1cccnc1	-5.4%	-4.6%	-1.1%	-9.1%	9.7%	-2.7%	7.3%	2.0%
CC1(C)CC(=O)C([C@H]2C3=C(CC(C)(C)CC3=O)Oc3ccccc32)C(=O)C1	-3.4%	-6.4%	0.4%	-10.1%	.	-0.4%	-13.9%[21.7 µM]	-9.5%
Clc1cc(Cl)cc(C2=N[C@@H](Cc3ccccc3)CO2)c1	-5.0%[81.3 µM]	0.9%	2.8%	-7.6%[81.3 µM]	.	-1.2%	18.2%[89.1 µM]	7.5%[119 µM]
COc1ccccc1C(=O)NNC(=S)NC(=O)c1cc(OC)c(OC)c(OC)c1	15.0%	0.6%	0.3%	-11.6%	-8.3%	0.4%	-24.0%	-3.6%
CC1(C)Cc2c(sc3c2c(=O)n(-c2ccc(Cl)cc2)c(=O)n3CC(N)=O)CO1	2.1%	5.3%	-0.3%	-13.9%	3.3%	0.9%	8.3%	-2.5%
O=C(C1Cc2ccccc2CN1C(=O)c1ccccc1)N1CCN(c2ccccc2)CC1 (stereo not given)	-1.1%	-5.2%	-0.3%	-17.4%	42.6%	1.2%	-9.5%	10.8%
Clc1ccc(Nc2nc(-c3cccs3)cs2)nc1	-2.0%	11.6%	1.1%	14.1µM*[quencher]	?	-1.3%	2.6%	-2.3%
COc1ccc(/C(O)=C2/C(=O)C(=O)N(c3nc(C)c(C)s3)C2c2ccco2)cc1 (stereo not given)	-8.7%	1.2%	0.8%	-7.4%	10µM*	2.0%	-8.2%	0.1%
Cc1csc(=NC(=O)c2ccccc2)n1C	-6.3%	-3.5%	0.0%	-2.0%	3.1%[46.1 µM]	-4.5%	11.6%	4.6%
CCc1ccc(CNC(=O)c2cc3n(n2)CCCN(Cc2ccccc2)C3=O)cc1	-3.8%	2.9%	0.0%	-21.1%	.	4.1%	.	.
COCCCNC(=O)CN1C(=O)CSc2ccc(S(=O)(=O)N3CCOCC3)cc21	-9.3%	-4.5%	5.9%	-3.5%	.	-4.2%	.	.

Record cards (already shown).
Listed for `CCC(C)Nc1nc2c(c(=O)n(C)c(=O)n2C)n1C` (stereo not given) = Tau fibril FP: 0.0%; TRb SRC2 PPI: -0.4%; Epigenetic reg: -0.3%; Tau fluor counter: -12.8%; NPSR antag: 2.9%[7.67 µM]; TexasRed fluor: -5.9%; CBFb-RUNX1 inh: 2.4%; GLA spleen mod: -3.5%
Listed for `CCN(CC)C(=O)CSc1nc(O)cc(=O)n1CC` = Tau fibril FP: -10.2%; TRb SRC2 PPI: 1.5%; Epigenetic reg: -1.4%; Tau fluor counter: -0.4%; NPSR antag: -8.2%[46.1 µM]; TexasRed fluor: 0.5%; CBFb-RUNX1 inh: -2.0%; GLA spleen mod: -14.4%

Following part.
SMILES	Tau fibril FP	TRb SRC2 PPI	Epigenetic reg	Tau fluor counter	NPSR antag	TexasRed fluor	CBFb-RUNX1 inh	GLA spleen mod
O=C(CC1C(=O)NCCN1CC1CCCCC1)NCc1ccc(Cl)cc1 (stereo not given)	0.5%	-0.9%	-1.0%	-15.9%	-10.1%	3.3%	4.5%	3.3%
O=C(NCc1ccccc1)C(=O)NCC(c1ccco1)N1CCOCC1 (stereo not given)	2.9%	1.9%	0.0%	-1.9%	5.0%	-2.9%	-1.6%	-4.3%
CCS(=O)(=O)N1CCCC(C(=O)NCc2cccc(OC)c2)C1 (stereo not given)	-2.1%	1.3%	-0.8%	1.5%	0.5%[46.1 µM]	0.9%	1.9%	8.1%
CCOC(=O)/C(C#N)=C1/C=CN(Cc2ccccc2)C=N1	2.0%	1.2%	-1.0%	1.0%	-2.3%[46.1 µM]	-2.0%	-0.1%	8.0%
COc1ccc2c(c1)C(c1cc(OC)c(OC)c(OC)c1)CC(=O)O2 (stereo not given)	1.4%[81.3 µM]	9.8%	-1.6%	-13.1%[81.3 µM]	.	-3.4%	24.0%[89.1 µM]	1.8%[119 µM]
CC(C)c1ccc(NC(=O)Cn2cc(S(=O)(=O)Cc3cccc(Cl)c3)c3ccccc32)cc1	?	9.4%	-1.2%	-25.6%	.	-9.3%	.	.
O=C(O)/C=C/c1cn(-c2ccccc2)nc1-c1cc2ccccc2o1	-6.5%	-3.5%	-0.3%	-17.0%	32.8%[7.67 µM]	-3.7%	-0.6%	1.5%
Cn1cc(CC(=O)NCCCN2CCCC2)c2ccccc21	-2.4%	16.1%	-3.2%	-12.0%	-12.3%[46.1 µM]	0.9%	-0.5%	-1.8%
Cc1cccc(NC(=S)N(CCN(C)C)C(C)c2ccccn2)c1 (stereo not given)	-8.8%	-0.4%	-0.1%	-13.4%	-7.4%[46.1 µM]	-3.3%	?	-3.7%
O=C(Nc1ccc(O)cc1)C1CCCN1S(=O)(=O)c1ccc(F)cc1 (stereo not given)	-2.4%	-2.3%	0.0%	-2.4%	-3.0%[46.1 µM]	3.1%	5.2%	0.4%
CN(C)c1ccc(CNn2cnnc2)cc1	4.1%	-1.8%	-1.1%	1.6%	-8.6%[46.1 µM]	-5.5%	-4.2%	-3.8%
O=C(CN1CCN(CCN2C(=O)c3cccc4cccc(c34)C2=O)CC1)c1ccc(Cl)cc1	3.7%	-6.2%	-0.9%	-10.3%	-0.8%	-1.4%	-8.9%	-0.9%
N#C/C(=C\c1ccccc1)C(=O)Nc1cc(S(=O)(=O)N2CCOCC2)ccc1N1CCCC1	0.9%	0.9%	-0.9%	-5.3%	-14.5%[46.1 µM]	-4.0%	-3.1%	3.2%
CCn1c(NC(=O)c2cccs2)c(-c2cccs2)c(=O)c2ccccc21	-2.2%	1.3%	-0.1%	-1.4%	-10.8%[46.1 µM]	-1.2%	-1.7%	4.9%
Cc1cc(=O)n(Cc2ccccc2)c2c1c(C)nn2-c1ccccc1	-14.3%	1.9%	0.8%	-21.2%	.	3.0%	.	.
CCNC(=S)NNC(=O)CCn1c2ccccc2c2ccccc21	2.4%	4.1%	-0.1%	-3.7%	-10.9%[46.1 µM]	-4.1%	0.3%	-2.2%
CC[C@H](C)[C@@H](C(=O)N1CCNCC1)n1cc([C@@H](N)CC(C)C)nn1	-1.8%	3.7%	0.1%	2.3%	-27.0%	-2.0%	4.9%	-10.1%

Three structures from above, sorted by SMILES length, descending.
SMILES	Tau fibril FP	TRb SRC2 PPI	Epigenetic reg	Tau fluor counter	NPSR antag	TexasRed fluor	CBFb-RUNX1 inh	GLA spleen mod
O=C(C1Cc2ccccc2CN1C(=O)c1ccccc1)N1CCN(c2ccccc2)CC1 (stereo not given)	-1.1%	-5.2%	-0.3%	-17.4%	42.6%	1.2%	-9.5%	10.8%
CCn1c(NC(=O)c2cccs2)c(-c2cccs2)c(=O)c2ccccc21	-2.2%	1.3%	-0.1%	-1.4%	-10.8%[46.1 µM]	-1.2%	-1.7%	4.9%
O=C1CCC(C(=O)OCC(=O)C23CC4CC(CC(C4)C2)C3)N1 (stereo not given)	0.4%	-5.2%	-0.9%	-4.9%	-12.5%[46.1 µM]	1.4%	3.2%	-5.4%
